PREPL inh = PREPL enzyme inhibitors, primary screen, biochemical, fluorescence polarization; Prolyl endopeptidase-like (Homo sapiens), Q4J6C6; recombinant PREPL, fluorescence polarization activity-based probe; inhibition, % at 5.96 µM; actives 0.68% (n = 320,000); AID 2751, 2010; in the data active means inhibition above about 43%;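 further: 0% = enzyme with DMSO and 100% = wells lacking enzyme; many of its hits are not listed in these tables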
LYPLA2 counter = LYPLA2 inhibitors, primary screen, counter-screen for PME1 inhibitor project, biochemical, fluorescence polarization, FP-Rh probe ABPP; AID 2177, 2009; recombinant LYPLA2; inhibition, % at 5.9 µM; actives 0.38% (n = 320,000);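 active means inhibition above the screen-wide mean plus 3 SD, limit set per campaign, cut at about 26% in these data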;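 further: 0% = LYPLA2 with DMSO and 100% = wells lacking LYPLA2 enzyme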
Target sequence (O95372 whole entry, looked up): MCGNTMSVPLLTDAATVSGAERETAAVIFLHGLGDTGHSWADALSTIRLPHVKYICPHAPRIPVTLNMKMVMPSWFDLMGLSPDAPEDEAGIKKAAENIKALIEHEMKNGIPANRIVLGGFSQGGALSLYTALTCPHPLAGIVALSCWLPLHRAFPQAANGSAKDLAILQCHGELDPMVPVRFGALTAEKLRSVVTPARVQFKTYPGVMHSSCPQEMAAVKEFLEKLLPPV
ZTA DNA inh = ZTA (EBV) inhibition in EBNA-1 counter-screen; P03206; ZTA-DNA binding, fluorescence polarization; inhibition, % at 11 µM; actives 0.15% (n = 320,000); AID 2234; in the data active means inhibition above about 33%
Target sequence (P03206 whole entry, looked up): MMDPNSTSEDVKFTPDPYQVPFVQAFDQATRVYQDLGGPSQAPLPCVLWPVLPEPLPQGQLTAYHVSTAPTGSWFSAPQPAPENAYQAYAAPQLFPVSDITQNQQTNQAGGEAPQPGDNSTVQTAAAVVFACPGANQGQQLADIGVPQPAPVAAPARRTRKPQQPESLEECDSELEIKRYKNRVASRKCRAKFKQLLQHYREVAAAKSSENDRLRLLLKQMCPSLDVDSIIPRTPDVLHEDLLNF
PAFAH1B2 inh = PAFAH1B2 enzyme inhibitors, primary screen, biochemical, fluorescence polarization, human | recombinant PAFAH1B2, FP-rhodamine activity probe | Platelet-activating factor acetylhydrolase IB subunit alpha2 (Homo sapiens), P68402 | inhibition, % at 3.39 µM | actives 1.2% (n = 340,000);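 active means inhibition above the mean of all tested compounds plus 3 SD, cut at about 24% in these data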;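 further: 0% = enzyme with DMSO and 100% = wells lacking PAFAH1B2; many of its hits are not listed in these tables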
LYPLA1 inh = LYPLA1 inhibitors, primary screen, counter-screen for PME1 inhibitor project, biochemical, fluorescence polarization, FP-Rh probe ABPP | Acyl-protein thioesterase 1 (Homo sapiens), O75608 | recombinant LYPLA1 | inhibition, % at 5.9 µM | actives 0.16% (n = 320,000);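 active means inhibition above the mean of all tested compounds plus 3 SD, set per campaign, cut at about 14% in these data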;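 further: inhibitors block serine hydrolase probe labeling of LYPLA1 so polarization falls; 0% = enzyme with DMSO and 100% = wells lacking LYPLA1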
Target sequence (O75608 whole entry, looked up): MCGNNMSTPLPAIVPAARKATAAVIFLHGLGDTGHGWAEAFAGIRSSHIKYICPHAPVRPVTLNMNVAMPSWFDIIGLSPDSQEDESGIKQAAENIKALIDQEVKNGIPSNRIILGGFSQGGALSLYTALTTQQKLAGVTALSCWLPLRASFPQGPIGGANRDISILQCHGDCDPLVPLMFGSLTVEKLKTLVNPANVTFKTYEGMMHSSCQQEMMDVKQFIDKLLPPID
EBNA-1 inh = EBNA-1 DNA-binding inhibitors, primary screen, biochemical, fluorescence polarization; inhibition, % at 14.8 µM; actives 0.34% (n = 300,000); in the data active means inhibition above about 28%
PAFAH2 inh = PAFAH2 enzyme inhibitors, primary screen, biochemical, fluorescence polarization, human; recombinant PAFAH2, FP-rhodamine activity probe; inhibition, % at 3.39 µM; actives 0.99% (n = 340,000); AID 492956, 2010;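 active means inhibition above the mean over all tested compounds plus 3 SD, cut at about 30% in these data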;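 further: inhibitors block probe labeling of enzyme so polarization drops; 0% = enzyme with DMSO and 100% = wells lacking PAFAH2 protein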
pPAFAH inh = pPAFAH enzyme inhibitors, primary screen, biochemical, fluorescence polarization, human; Platelet-activating factor acetylhydrolase (Homo sapiens), Q13093; recombinant pPAFAH, FP-rhodamine probe fluorescence polarization; inhibition, % at 3.39 µM; actives 1.5% (n = 330,000);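 active means inhibition above the mean inhibition across the screen plus 3 SD, cut at about 25% in these data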;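 further: inhibitors block binding of the rhodamine activity-based probe so polarization drops; 0% = enzyme with DMSO and 100% = wells lacking pPAFAH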
PAFAH1B3 inh = PAFAH1B3 enzyme inhibitors, primary screen, biochemical, fluorescence polarization, human. actives 0.28% (n = 340,000). inhibition, % at 3.39 µM. Platelet-activating factor acetylhydrolase IB subunit alpha1 (Homo sapiens), Q15102. recombinant PAFAH1B3, FP-rhodamine probe;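 active means inhibition above the screen-wide average of all tested compounds plus 3 SD, cut at about 25% in these data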;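 further: 0% = enzyme with DMSO only and 100% = wells lacking PAFAH1B3 protein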
Target sequence (Q15102 whole entry, looked up): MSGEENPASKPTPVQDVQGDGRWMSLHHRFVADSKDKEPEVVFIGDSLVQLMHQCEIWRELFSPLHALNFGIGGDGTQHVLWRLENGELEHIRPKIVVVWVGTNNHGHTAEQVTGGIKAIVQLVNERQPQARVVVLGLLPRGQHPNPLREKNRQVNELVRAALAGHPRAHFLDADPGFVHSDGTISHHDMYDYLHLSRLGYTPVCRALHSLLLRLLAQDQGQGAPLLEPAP
An asterisk follows results filed as active; x = no result given.

SMILES	PREPL inh	LYPLA2 counter	ZTA DNA inh	PAFAH1B2 inh	LYPLA1 inh	EBNA-1 inh	PAFAH2 inh	pPAFAH inh	PAFAH1B3 inh
Cc1c(OCC(=O)NCCCN2CCOCC2)ccc2c3c(c(=O)oc12)CCCC3	9.3	6.4	-8.1	-0.2	6.1	2.9	4.6	4.0	8.6
CCCCC(=O)Nc1ccc(NC(=O)c2ccccc2[N+](=O)[O-])cc1OC	2.6	3.9	-6.7	-0.8	1.9	-2.7	3.3	3.0	8.2
Cc1cc(NC(=O)CCC(=O)N(CC2CCCO2)C(C(=O)NC2CCCC2)c2ccccc2C)no1 (stereo not given)	-2.0	-4.2	3.2	3.2	1.3	11.8	8.8	1.1	-4.4
O=C(CSc1ccc2c(c1)OCCO2)NCC1CCCO1 (stereo not given)	-4.9	-0.4	11.2	0.1	1.5	-0.2	5.8	-0.1	6.0
COc1ccc(-c2nc(C#N)c(NCc3ccco3)o2)cc1	13.7	-0.4	-7.2	6.8	-3.2	1.6	-1.1	9.9	4.6
CCOc1ccc(-c2nc(C)c(C(C)=O)n2O)cc1	6.7	10.7	9.0	2.5	1.1	8.2	0.8	8.2	0.2
COC(=O)c1ccc(NC(=S)N2CCN(CCO)CC2)cc1	0.8	-1.5	13.3	-6.2	-0.2	-2.1	-0.2	-0.4	3.0
O=C(CCN1C(=O)C2C3CC(C(Br)C3Br)C2C1=O)OCC(=O)c1cccc([N+](=O)[O-])c1 (stereo not given)	22.5	1.7	2.2	2.7	-1.0	-4.9	-1.6	-2.0	5.3
COc1ccc(/C=C/C(=O)NCc2cccnc2)cc1	1.4	1.8	0.6	-3.5	0.3	-2.0	-4.5	1.7	8.8
Cc1cc(Cl)c2oc(C(=O)NCCN3CCCCC3CO)c(C)c2c1 (stereo not given)	-14.7	0.6	9.3	-4.3	-3.5	8.8	-3.9	-1.1	6.2
CCCCN(C)CCC(=O)Nc1ccc(C)cc1	6.2	-0.3	-15.8	-0.6	0.5	11.8	4.0	4.1	9.7
O=C(CSc1nnc(N2CCCC2)n1-c1ccccc1Cl)N1CCN(c2ccccn2)CC1	11.8	1.8	5.6	2.0	0.7	x	6.5	1.7	3.6
C/C(CC(=O)Nc1ccccc1Cl)=N\NC(=O)C(=O)NCCO	8.9	7.2	-17.2	6.3	5.7	-4.2	5.2	-0.2	6.4
COc1ccc(NC(=O)CSc2cc(C)nc3c(-c4ccccc4)cnn23)cc1	6.5	3.2	-5.6	4.3	-1.7	17.0	-1.2	-4.1	-0.2
O=C(COc1ccc(Br)cc1)NCCN1CCCC1	0.6	2.9	5.1	-0.3	-0.7	5.0	1.0	4.0	7.4
CC(=O)NC(C(=O)c1ccccc1)C(=O)c1ccccc1	-2.5	-1.9	7.0	-0.5	3.2	-8.1	-0.3	6.0	3.6
CN(C(=O)C1CCOC1)c1nnc(-c2cccnc2)s1 (stereo not given)	-5.2	0.2	2.2	0.0	-0.1	16.5	6.3	-1.2	-2.1
C/C(=N\Nc1cccc(Cl)c1)c1ccc(-n2ccnc2)cc1	15.5	13.1	16.4	5.8	-0.2	4.6	-0.1	18.7	6.8
CCN(CC)S(=O)(=O)c1cccc(C(=O)Nc2nncs2)c1	-0.1	3.6	2.4	1.1	0.6	1.3	0.4	-2.2	-2.2
COC(=O)c1ccc(-c2ccco2)n1Cc1ccccc1Cl	-6.2	5.4	3.9	4.7	-4.8	-6.9	1.6	1.5	-1.1
COc1cccc2cc(C(C)N(CCCN3CCOCC3)C(=S)Nc3cccc(C)c3)oc12 (stereo not given)	6.0	1.3	7.8	1.9	-9.6	-14.5	-5.9	-0.8	-6.0
O=C(CN1C(=O)C2CCCCC2C1=O)OCC(=O)c1ccc(Cl)s1 (stereo not given)	0.0	9.0	6.6	3.1	2.7	3.6	40.5*	25.6*	7.2
O=C(CNC(=O)Cn1cnc2sc3c(c2c1=O)CCCC3)NCc1ccccn1	11.8	-2.7	-3.1	-1.4	1.0	-6.4	3.2	-4.1	-1.0
CN(C)S(=O)(=O)n1cc(/C=C(\NC(=O)c2ccccc2)C(=O)N2CCOCC2)c2ccccc21	-20.6	1.2	-5.2	4.1	0.5	-1.8	-5.7	6.6	7.7
CCOC(=O)c1ccc(OS(=O)(=O)c2ccccc2)c(OC)c1	4.3	1.8	-10.5	5.6	-1.6	14.0	2.6	3.4	5.7
CCNc1nc(SCC(=O)OC)nc(N(C)C)n1	7.4	0.4	-8.6	0.3	1.4	3.1	-3.0	-3.7	7.6
COc1ccc(OC)c(-c2csc(N(C)C(=O)Cc3ccccc3)n2)c1	5.2	-3.1	-4.9	0.2	-3.1	-12.0	-1.6	1.5	0.1
COc1ccc(C(=O)c2no[n+]([O-])c2C(=O)c2ccc(OC)cc2)cc1	21.4	-0.3	-10.2	6.7	2.7	-9.5	8.1	6.0	6.5
Cc1cc(/C=C2\SC(=S)N(C)C2=O)c(C)n1-c1ccccc1O	0.4	-15.9	15.7	-2.4	-11.8	34.7*	-14.3	0.8	-7.3
Cc1ccc(Cn2c(C(=O)O)cc3sccc32)cc1	-7.5	-2.0	-0.2	0.2	1.2	7.7	-11.8	-0.6	9.5
CC1CCN(CC(O)COc2ccc(F)cc2)CC1 (stereo not given)	5.7	5.7	-8.3	-2.7	-0.2	13.9	-1.8	-2.9	1.5
COCCNC(=O)/C(C#N)=C/c1c(N2CCCCCC2)nc2c(C)cccn2c1=O	4.9	0.8	-12.3	2.4	-1.3	0.5	5.5	2.1	-0.3
CCc1ccc(NC(=O)C(C)OC(=O)CC(NC(C)=O)c2ccccc2)cc1 (stereo not given)	0.4	1.3	-8.2	-7.0	3.7	-12.5	-6.7	2.7	0.2
O=C(CCc1ccc(S(=O)(=O)NCc2ccccc2)cc1)N1CCN(Cc2ccc3c(c2)OCO3)CC1	11.3	5.6	-1.1	1.6	1.5	3.6	0.5	13.3	1.4
O=C(NNC(=O)c1cccs1)c1ccc2ccccc2c1	5.4	-3.4	11.8	1.0	-1.2	9.3	4.0	-1.7	5.0
O=C(O)c1cc(S(=O)(=O)N2CCOCC2)ccc1N1CCCCC1	-2.6	0.7	16.0	-0.8	-0.4	-21.8	-2.1	3.7	4.9

In the list so far, two contain a cyano group:
SMILES	PREPL inh	LYPLA2 counter	ZTA DNA inh	PAFAH1B2 inh	LYPLA1 inh	EBNA-1 inh	PAFAH2 inh	pPAFAH inh	PAFAH1B3 inh
COc1ccc(-c2nc(C#N)c(NCc3ccco3)o2)cc1	13.7	-0.4	-7.2	6.8	-3.2	1.6	-1.1	9.9	4.6
COCCNC(=O)/C(C#N)=C/c1c(N2CCCCCC2)nc2c(C)cccn2c1=O	4.9	0.8	-12.3	2.4	-1.3	0.5	5.5	2.1	-0.3

The listing continues.
SMILES	PREPL inh	LYPLA2 counter	ZTA DNA inh	PAFAH1B2 inh	LYPLA1 inh	EBNA-1 inh	PAFAH2 inh	pPAFAH inh	PAFAH1B3 inh
CCN1CCc2c(sc(NC(=O)c3ccc(S(=O)(=O)N4CCOCC4)cc3)c2C(N)=O)C1	-15.4	4.3	-7.2	8.8	1.6	-8.4	-6.9	-5.3	-0.9
CC(=O)c1ccc(-n2c(-c3cc(-c4ccco4)[nH]n3)n[nH]c2=S)cc1	4.7	0.8	-18.9	-0.2	-1.9	-2.2	17.6	17.9	9.3
Cc1ccc(NC(=O)c2ccc(OCc3c(C)noc3C)cc2)c(C)c1	4.4	4.2	2.0	3.6	1.6	x	-4.1	-1.5	5.9
COC(=O)c1ccc(NC(=O)C(C)N2C(=O)c3ccccc3C2=O)cc1 (stereo not given)	13.4	1.2	-7.6	6.0	-1.2	-11.7	-7.4	1.0	1.9
CN(c1ccccc1)c1nc2ccsc2c(=O)s1	-13.0	-2.8	-5.1	-1.9	0.7	-7.7	3.0	3.9	2.2
Cc1cc(N2CCC(C)CC2)nc(SCC(=O)c2ccccc2)n1	11.2	2.7	-3.2	5.0	-0.7	-8.6	-5.2	0.8	3.3
O=C1CC(NS(=O)(=O)c2cccs2)CN1c1cccc(F)c1 (stereo not given)	-4.5	1.2	12.8	1.8	3.4	-3.6	-104.3	8.3	3.6
Cc1ccc(C(=O)Nc2scc(-c3ccccc3)c2C(=O)O)o1	-1.8	0.1	6.2	4.6	0.0	-2.6	13.5	5.4	2.6
CCN1C(=O)NC2C1N(S(C)(=O)=O)CCN2S(C)(=O)=O (stereo not given)	-1.4	9.8	15.8	1.7	-1.0	4.4	3.5	3.7	-2.2
Cc1cc(NC(=O)COC(=O)C2COc3ccccc3O2)no1 (stereo not given)	-4.8	-7.7	-5.7	1.4	-5.3	-3.0	-10.0	5.1	-0.6
Cc1cc(NC(=O)CN2CCOCC2)n(-c2ccccc2)n1	-3.4	0.9	4.8	x	2.4	1.0	x	1.9	x
O=C(O)c1cccc(NC(=O)c2ccc(CN3C(=O)c4ccccc4C3=O)cc2)c1	3.8	7.5	-5.2	-1.6	1.4	8.6	6.8	3.6	8.4
CC(=O)c1ccc(NC(=O)c2ccc3c(=O)n4c(nc3c2)CCCCC4)cc1	10.9	-3.5	-3.3	-0.3	-9.2	-3.2	-2.3	-6.6	3.0
COCCn1nnnc1C(c1ccccc1OC)N1CCN(C(=O)c2ccco2)CC1 (stereo not given)	-14.9	-1.7	2.5	1.5	1.4	-4.0	0.1	-1.8	5.9
N#CCCN(C(=O)COc1ccc(C#N)cc1)c1ccc(F)cc1	-4.1	-0.5	2.5	0.7	-1.6	-6.5	-2.9	-0.1	2.6
CC(=O)Oc1ccc2c(c1)C(=O)c1ccccc1CO2	13.6	-1.5	7.7	-0.8	1.9	-8.9	-5.3	9.1	2.1
O=C(N/N=C/c1cc(Cl)ccc1O)c1ccccc1Br	-19.6	4.1	-22.5	6.2	-3.9	8.9	14.2	3.2	4.4
Cn1cccc1CC(=O)NNC(=O)Nc1ccc(F)cc1	4.0	-0.5	-1.4	0.0	-3.1	0.1	-0.8	6.6	4.5
CCOC(=O)c1cnc2c(C(=O)OC)cccc2c1NCc1ccco1	5.0	-1.5	0.9	2.0	-1.1	1.6	12.4	-3.7	3.5
CCOC(=O)c1c(S(=O)(=O)NCCc2ccco2)c(C)n(C)c1C	-2.7	-0.6	5.0	-2.6	-4.0	6.1	3.1	6.9	5.0
COc1ccc(C2CC(c3cccs3)=NN2C(=O)CSc2nnnn2C)cc1OC (stereo not given)	14.2	-0.9	-15.0	4.6	-0.7	-6.6	-5.1	1.4	7.2
O=C(NCCN1C(=O)S/C(=C/c2ccccc2)C1=O)C1CCCN1C(=O)c1cccs1 (stereo not given)	8.4	5.1	-6.9	0.0	-1.5	6.8	1.4	12.9	3.0
CCOc1ccc(N2CC(O)(c3cccs3)[N+]3=C2CCCC3)cc1 (stereo not given)	7.5	5.4	1.1	3.5	3.2	7.0	0.5	7.7	9.7
CN(C)CCNC(=O)/C(=C/c1ccc(-c2cccc(Cl)c2)o1)NC(=O)c1ccccc1	5.5	-2.8	-8.4	7.8	1.8	-13.6	-3.2	4.8	1.3
CCOC(=O)c1ccc(-c2ccc(/C=C(\C#N)C(=O)NCC3CCCO3)o2)cc1 (stereo not given)	7.2	1.0	7.0	3.1	-0.3	-2.1	2.2	3.7	6.7

Screening results: PubChem BioAssay, The Scripps Research Institute Molecular Screening Center

Some of the compounds tested; count on the stated rates, not on these rows.
